GPT2 inh: Primary qHTS assay for inhibitors of Glutamate pyruvate transaminase 2 (GPT2); Alanine aminotransferase 2 (Homo sapiens), Q8TD30; AID 1671188, 2021; 0.25% of 100,000 active; Recombinant GPT2, coupled pyruvate oxidase/HRP Amplex Red fluorescence; Potency, µM (top dose mostly 57.7 µM), inactives show top-dose activity change, negative = inhibition, usual class: inhibitors; also: potency is read from the fitted curve at half-maximal effect; nearly all actives have a fitted effect of over 60% in size; many of its hits are not listed in these tables
Target sequence (Q8TD30 whole entry, looked up): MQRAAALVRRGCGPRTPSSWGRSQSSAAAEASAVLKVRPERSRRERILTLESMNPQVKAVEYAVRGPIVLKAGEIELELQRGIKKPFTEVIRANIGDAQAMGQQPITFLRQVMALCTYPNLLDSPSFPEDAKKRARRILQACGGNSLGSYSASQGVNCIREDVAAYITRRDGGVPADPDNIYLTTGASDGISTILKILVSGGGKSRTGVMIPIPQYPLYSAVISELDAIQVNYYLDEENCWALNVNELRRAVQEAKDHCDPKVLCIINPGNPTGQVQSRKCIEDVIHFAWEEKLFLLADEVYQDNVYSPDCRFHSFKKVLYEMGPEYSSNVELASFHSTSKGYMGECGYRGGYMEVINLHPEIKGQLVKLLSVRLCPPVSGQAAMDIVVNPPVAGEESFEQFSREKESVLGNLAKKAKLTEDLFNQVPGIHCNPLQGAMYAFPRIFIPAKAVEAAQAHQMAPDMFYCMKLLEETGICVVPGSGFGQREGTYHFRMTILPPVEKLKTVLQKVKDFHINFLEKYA
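Fluorescence of coupled pyruvate oxidase/HRP/Amplex Red system (50uM Amplex, 30 min, dark) reports pyruvate formed by GPT2. Enzyme reaction: 10ng/uL GPT2, 2mM L-alanine, 250uM a-KG, 30 min room temperature, pH 7.5; 50uM AOA control.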
IP6K1 inh: Primary qHTS assay for small molecule inhibitors of Inositol hexaphosphate kinase 1 (IP6K1). 0.81% of 140,000 active. IP6K1 kinase, ADP-Glo luminescence, 2 h; stronger effect = lower value. Inositol hexakisphosphate kinase 1 (Homo sapiens), Q92551. activity change, % (series mostly up to about 58 µM); in the data active = activity change below about -25%
Target sequence (Q92551 whole entry, looked up): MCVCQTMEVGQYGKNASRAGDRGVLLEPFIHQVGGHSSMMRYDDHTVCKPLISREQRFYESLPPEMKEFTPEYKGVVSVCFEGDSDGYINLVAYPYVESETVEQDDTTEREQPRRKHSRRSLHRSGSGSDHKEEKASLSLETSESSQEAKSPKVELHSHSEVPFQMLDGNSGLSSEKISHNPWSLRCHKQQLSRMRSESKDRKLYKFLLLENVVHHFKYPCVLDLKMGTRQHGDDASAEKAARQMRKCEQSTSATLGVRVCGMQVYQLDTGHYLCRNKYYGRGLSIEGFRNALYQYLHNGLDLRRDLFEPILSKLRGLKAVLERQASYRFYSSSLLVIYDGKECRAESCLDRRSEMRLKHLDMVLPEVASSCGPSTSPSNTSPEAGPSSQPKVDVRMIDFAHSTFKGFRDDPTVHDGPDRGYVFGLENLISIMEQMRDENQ
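ADP-Glo luminescence measures ADP made by human IP6K1 during a 2 h RT reaction with ATP/IP6 (mix at 1.3 mM/130 uM); top library doses 57.5 and 19.1 uM final.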
HEK cytotox: Cytotoxic Profiling in HEK 293 Cell Line of Diverse Libraries Using Quantitative High-Throughput Screening; 6.6% of 94,000 active; AID 1345083, 2018; Potency, µM (doses to about 115 µM), without a hit: at the highest dose activity change, negative = cytotoxicity, most hits filed as inhibitors; HEK 293 viability, ATP luminescence (CellTiter-Glo), 48-72 h; also: potency is read from the fitted curve at half-maximal effect; nearly all actives have a fitted effect of over 60% in size
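ATP-coupled CellTiter-Glo luminescence served as viability read-out, recorded 10 min after reagent addition at room temperature. HEK 293 cells, 250 cells/well, had been incubated with pintool-transferred compound for 48 or 72 hr at 37 degree Celsius.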
NIH3T3 tox: Cytotoxic Profiling in NIH 3T3 Cell Line of Diverse Libraries Using Quantitative High-Throughput Screening | NIH 3T3 viability, CellTiter-Glo ATP luminescence, 48-72 h | Potency, µM (titrated, usually from 96.7 µM), without a hit: at the highest dose activity change, negative = cytotoxicity, most hits filed as inhibitors | 4.3% of 94,000 active; also: potency is read from the fitted curve at half-maximal effect; nearly all actives have a fitted effect of over 55% in size
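Cytotoxicity was measured by CellTiter-Glo ATP luminescence after 48 or 72 h compound exposure at 37 °C. Mouse NIH 3T3 fibroblasts were seeded at 400 cells/well and dosed by 23 nL pin transfer.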
SNCA expr inhib: Primary qHTS assay for inhibitors of alpha-synuclein gene (SNCA) expression; HEK-293 SNCA-luciferase knock-in, luminescence, 24 h; Potency, µM (series often up to 57.2 µM), inactives show at the top dose activity change, negative = inhibition, usual class: inhibitors; 0.17% of 140,000 active; AID 1671194, 2021;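 also: potency is read from the fitted curve at half-maximal effect; plate controls were DMSO cells for no effect and cell-free wells for full effect; nearly all actives have a fitted effect of over 45% in size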
SNCA viab count: GF-AFC viability counterscreen for inhibitors of alpha-synuclein gene (SNCA) expression; Potency, µM (top dose mostly 57.1 µM), for the others: at the top dose activity change, negative = cytotoxicity, most hits filed as cytotoxic; 0.12% of 150,000 active; HEK-293-SNCA-luc viability, GF-AFC fluorescence, 24 h; AID 1671193, 2021;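 also: potency is read from the fitted curve at half-maximal effect; 0% = DMSO-treated cells and -100% = medium-only wells without cells; nearly all actives have a fitted effect of over 30% in size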
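HEK-293-SNCA-luc cells (1500/well) plated 24 h, then exposed 24 h to a dilution series; GF-AFC added 30 min at 37C, fluorescence 405/540 nm; normalised to medium-only and DMSO wells, Hill fit.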
FLuc inh: Firefly luciferase inhibition profiling of diverse chemical library using quantitative high-throughput screening | Luciferin 4-monooxygenase (Photinus pyralis), P08659 | purified P. pyralis luciferase, luminescence, biochemical | Potency, µM (titrated, usually from 115 µM), for the others: top-dose activity change, negative = inhibition, actives largely listed as inhibitors | AID 1347043, 2019 | 2.5% of 76,000 active; also: potency is read from the fitted curve at half-maximal effect; nearly all actives have a fitted effect of over 65% in size
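FLuc 10nM, D-luciferin 10uM, ATP 10uM, Mg acetate 10mM, Tris acetate pH 7.5, Tween/BSA; cpd qHTS; enzyme added last; CCD luminescence.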
Starred values were filed as active, the others as inactive; i = inactive; ? = inconclusive; / = no result given; [ ] = another dose, or the depositor's remark. Unless noted, calls follow the shape of the dose curve; as a rule, active = well fitted curve in the direction sought with a large enough effect; inconclusive = small, poorly fitted or top-dose-only effect, or another doubt; inactive = no such curve, though single readings can be large; an effect the other way counts as inactive or inconclusive. Unless noted, % is scaled to controls: 0 for no effect and ±100 for the full control effect. Some of the compounds tested, so the mix of outcomes need not match the whole.

SMILES	GPT2 inh	IP6K1 inh	HEK cytotox	NIH3T3 tox	SNCA expr inhib	SNCA viab count	FLuc inh
COCCO[C@H]1C(=O)N(C2CCN(C(=O)c3ccc(C#N)cc3)CC2)[C@H]1c1ccncc1	i	17	-2%	-26%	-13%	-1%	/
CC=CC[C@@H](C)C(=O)[C@H]1C(=O)N[C@@H](C(C)C)C(=O)N(C)CC(=O)N(C)[C@@H](CC(C)C)C(=O)N[C@@H](C(C)C)C(=O)N(C)[C@@H](CC(C)C)C(=O)N[C@@H](C)C(=O)N[C@H](C)C(=O)N(C)[C@@H](CC(C)C)C(=O)N(C)[C@@H](CC(C)C)C(=O)N(C)[C@@H](C(C)C)C(=O)N1C	-2%	/	/	/	18%	-10%	/
C[C@H]1[C@@H]2[C@@H](O)C([C@H](C)C(=O)N3CCC(Cc4ccccc4)CC3)CC[C@@]2(C)CC[C@@H]1NC(=O)c1cnccn1 (stereo not given in full)	?	3	?	?	-30%	-6%	12%
O=C(Cc1cccnc1)N1CCCC(c2nc(CCOc3ccc(F)cc3)no2)C1 (stereo not given)	1%	-2	?	-27%	98%[activator]	-3%	?
Cc1cc(F)cc(CN2CCOc3cc([S+](N)(=O)[O-])ccc3C2)c1	-16%[88.5 µM]	-2	?	?	-23%[87.6 µM]	-3%[87.6 µM]	2%[172 µM]
COc1ccc(CN(CCN(C)C)c2ncccn2)cc1	i	9	/	/	0%[25.6 µM]	-5%[23.9 µM]	/
Cc1ncccc1C(=O)N1CCCC(c2nc(-c3ccccc3)no2)CCNC(=O)CC1 (stereo not given)	i	-3	i	i	-3%	3%	5%
CCNC(=O)Nc1ccc(OCC(=O)NCc2cc(F)cc(F)c2)nc1	-1%	17	i	i	-13%	4%	-8%
Cc1nc2ccc(CC(=O)N[C@H](c3ccccn3)C3CC(O)C3)cc2[nH]1 (stereo not given in full)	-9%	7	i	-11%	7%	1%	-1%
CCc1ccc(CNC(=O)C2COc3ccccc3C2)cc1 (stereo not given)	/	8	/	/	14%	-11%	/
Cc1c(Cl)cccc1Nc1ncncc1-c1nc(-c2ccccc2)no1	i	-8	i	i	0%	0%	16%
Cc1ccc(-c2nc(CS(=O)(=O)CC(=O)Nc3cc(C)ccc3C)c(C)o2)cc1	/	11	/	/	41%[activator]	0%	/
COc1ccccc1-c1cccc(CN2CCC(NC(=O)Cc3cccc(Cl)c3)CC2)c1	?	-3	?	25µM*	-17%	0%	/
Cc1nn(-c2ccccc2[N+](=O)[O-])c(C)c1[C@@H]1C=C[C@@H](NS(=O)(=O)c2ccccc2)C1	2%[88.5 µM]	1	?	?	?	-7%[87.6 µM]	-6%[172 µM]
CCn1ccc(C(=O)N2CCC(N3CC(OCC4CC4)C34CCOCC4)CC2)n1 (stereo not given)	i	1	i	i	24%	2%	8%
CN1CCN(Cc2cn(Cc3ccccc3)nc2-c2ccc3c(c2)OCO3)CC1	?	-3	?	?	?	?	3%
CC(=O)N(C)Cc1cccn1C	i	-4	0%[287 µM]	-18%[230 µM]	-18%[87.6 µM]	6%[87.6 µM]	-1%[299 µM]
CN1C(=O)[C@H]2CN(Cc3cccc(Br)c3)C[C@H]2C1=O	i	0	-18%	-28%	6%	-1%	7%
Cc1ccc(CCNC(=O)c2ccc(Nc3nc4ccccc4n4nnnc34)cc2)cc1	/	19	/	/	47%[activator]	6%	/
COc1ccc(-c2nc(C3CC(=O)N(c4ccc(C)cc4)C3)no2)c(C)c1 (stereo not given)	i	9	?	?	-29%	-9%	-8%
Cn1ccnc1CN1C(=O)CO[C@H]2CN(CCCc3ccccc3)C[C@H]21	3%[88.5 µM]	13	?	112µM*	-19%[87.6 µM]	-8%[87.6 µM]	-18%[172 µM]
O=C(NCCNC(=O)c1cccc(-c2ccsc2)c1)NC1CCCC1	5%	-1	?	-25%	-4%	3%[12.5 µM]	/
CCCN1CCCC12Cc1ccccc1CN(C(=O)CCCC(=O)O)C2 (stereo not given)	-1%	-3	i	i	7%	11%	/
COC(=O)c1ccc(NS(=O)(=O)c2ccc3c(c2)n(C)c(=O)c(=O)n3C)cc1	/	7	/	/	26%	-6%	/

Part of the list above in order of molecular weight, falling.
SMILES	GPT2 inh	IP6K1 inh	HEK cytotox	NIH3T3 tox	SNCA expr inhib	SNCA viab count	FLuc inh
Cc1nn(-c2ccccc2[N+](=O)[O-])c(C)c1[C@@H]1C=C[C@@H](NS(=O)(=O)c2ccccc2)C1	2%[88.5 µM]	1	?	?	?	-7%[87.6 µM]	-6%[172 µM]
O=C(Cc1cccnc1)N1CCCC(c2nc(CCOc3ccc(F)cc3)no2)C1 (stereo not given)	1%	-2	?	-27%	98%[activator]	-3%	?
CN1CCN(Cc2cn(Cc3ccccc3)nc2-c2ccc3c(c2)OCO3)CC1	?	-3	?	?	?	?	3%

Structures listed so far with a Cl atom (2):
SMILES	GPT2 inh	IP6K1 inh	HEK cytotox	NIH3T3 tox	SNCA expr inhib	SNCA viab count	FLuc inh
Cc1c(Cl)cccc1Nc1ncncc1-c1nc(-c2ccccc2)no1	i	-8	i	i	0%	0%	16%
COc1ccccc1-c1cccc(CN2CCC(NC(=O)Cc3cccc(Cl)c3)CC2)c1	?	-3	?	25µM*	-17%	0%	/

Other compounds follow:
SMILES	GPT2 inh	IP6K1 inh	HEK cytotox	NIH3T3 tox	SNCA expr inhib	SNCA viab count	FLuc inh
CCOC(=O)c1c(C)[nH]c(C)c1S(=O)(=O)N(C)CC(=O)N1CCN(c2ccccc2)CC1	/	-19	/	/	-28%	-5%	/
Cc1cc(OCC(=O)N(Cc2sccc2C)C2CCS(=O)(=O)C2)ccc1Cl (stereo not given)	/	5	/	/	15%	-11%	/
O=C1COc2ccc(-c3cncnc3)nc2CN1Cc1ccc(F)cc1	-13%[88.5 µM]	3	?	?	?	4%[87.6 µM]	-13%[172 µM]
CCOc1ccc(-c2cc(C(=O)NCc3ccc(OC)cc3)c3c(-c4ccc(F)cc4)[nH]nc3n2)cc1	/	5	/	/	26%	3%	/
Cc1cccc2nnc(N3CCCN(C(=O)c4ccccc4Cl)CC3)n12	i	17	-21%	-18%	8%	-1%	-4%
CCn1c(CN2CCCCC2)nc2cc(NC(=O)c3ccccc3[N+](=O)[O-])ccc21	/	-8	/	/	-20%	?	/
O=C(COCc1cc(-c2ccc(F)cc2)on1)Nc1cc(Cl)ccc1O	/	-9	/	/	18%	3%	/
COc1ccc2[nH]c3c(c2c1)CCN(C)C31CCN(C(=O)c2ccoc2)CC1	-25%	6	?	-24%	-2%	4%[12.5 µM]	10%
CN(CC1CCOCC1)S(=O)(=O)c1cccc(Cl)c1	i	11	-7%	-9%	-2%	1%	5%
CCCn1c(C)cnc1CC1CCN(C(=O)C2(c3ccc(OC)cc3)CC2)C1 (stereo not given)	-21%	-12	28µM*	-25%	222%[activator]	1%	6.3µM*
CN1CC2(CCN(C(=O)NCc3ccccc3)CC2)CC1C(=O)N1CCOCC1 (stereo not given)	-21%	-4	4%	-17%	26%	10%	-5%
COc1ccc(-c2noc(C(=O)O)c2[C@@H](C)NC(=O)Nc2ccccc2)cc1	-15%[88.5 µM]	-10	i	-11%[138 µM]	20%[87.6 µM]	15%[87.6 µM]	?
O=C1CC(c2ccc(Cl)cc2)CC(=O)N1	i	0	/	/	-64%[25.6 µM]	7%[23.9 µM]	/
N[C@H]1CN(C(=O)c2ccccc2Oc2ccccc2)C[C@@H]1C1CC1	?	3	-11%	?	4%	-3%	1%
CCCc1ncncc1C(=O)N[C@H]1CN(S(C)(=O)=O)C[C@@H]1C(C)C	2%	0	-6%	i	12%	-6%	0%
Cn1c(CN2CCOCC2)nnc1C1CCCN(c2ccc(C#N)cn2)C1 (stereo not given)	-12%	0	i	2%	0%	-7%	0%
COc1ccccc1C(=O)N1CCC(CC(=O)NC2CC2)C1 (stereo not given)	2%	16	5%	-4%	-14%	0%[12.5 µM]	2%
O=C1NCCCCCCN(S(=O)(=O)c2ccc3c(c2)CCC3)[C@H]2CCCC[C@@H]12	i	-2	?	-27%	-11%	-25%	-4%
CC(=O)N1CCc2sc(C(=O)NCc3ccc(F)cc3Cl)cc2C1	3%	-4	?	?	-12%	-6%	-11%
Cc1ccccc1CC(=O)N1CCC2(CC1)NC(=O)N(c1cccc(F)c1)N2	?	-11	?	?	-36%	-22%	-4%
CC(=O)Nc1cccc(C(=O)NCc2nnc3ccc(-c4ccc(Cl)cc4)nn23)c1	-8%	40	?	-16%	-1%	-4%	0%
COc1cccc(C(=O)N2C[C@@H](Oc3cccnc3)C[C@@H]2C(=O)N2CCOCC2)c1	-6%	1	3%	1%	8%	4%	6%
COCc1ccc2c(c1)c(OC(C)(C)C(=O)N1CCN(C)CC1)nn2Cc1cccnc1	-6%[88.5 µM]	1	i	?	26%[87.6 µM]	-2%[87.6 µM]	-1%[172 µM]
CCCSc1nnc2n(-c3ccc(OC)cc3)c(=O)c3c4c(sc3n12)COC(C(C)C)C4 (stereo not given)	/	17	/	/	16%	7%	/
COc1cc(/C=C/C(=O)O[C@@H]2C[C@](O)(C(=O)O)C[C@@H](O)[C@H]2O)ccc1O	2%[27.3 µM]	0	/	/	/	-6%	/
COCCN1CC2CN(C(=O)Nc3ccc4c(c3)OCCO4)CC(C1)O2	0%	-6	-31%	-23%	81%[activator]	4%	/
O=C(c1ccccn1)N1CC(Oc2ccc(F)cc2F)C1	i	-3	-19%	-24%	133%[activator]	0%	/
COc1ccc(C(=O)Nc2ccc3nc(N4CCCCC4)cc(C)c3c2)c(OC)c1	/	13	/	/	-6%	0%	/
CC1=C[C@@H](CNS(=O)(=O)c2cccs2)[C@H](C(C)C)C[C@H]1CC(=O)NCc1ccc(C#N)cc1	-15%	2	?	?	-6%	-6%	3%
COc1ccc(CC(=O)Nc2ccc3c(c2)CN(Cc2cccc(OC)c2OC)C(=O)C(C)O3)cc1 (stereo not given)	i	-18	1%	-19%	20%	-15%	1%
COc1ccc(-c2cn3c(n2)CO[C@@H](CNC(=O)C(C)(C)C)C3)cc1	-5%[88.5 µM]	-2	-16%[172 µM]	i	18%[87.6 µM]	2%[87.6 µM]	?
CCOc1ccc(CNC(=O)c2cc3cc(S(=O)(=O)N4CCCCC4)ccc3n2C)cc1	/	23	/	/	-13%	9%	/
COC(=O)CNC(=O)N1CCC(OC2CCN(Cc3ccccc3)CC2)CC1	-5%	2	7%	-16%	1%	2%	11%

Source: PubChem
